Source: PubChem (Fisher Drug Discovery Resource Center)
hcGAS inh: inhibitors of human cGAS; Q8N884; recombinant h-cGAS, ATP depletion, Kinase-Glo luminescence; inhibition, % at 12.5 µM; 290,000 compounds, 0.081% hits; AID 1259398;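 note: 0% = vehicle reaction and 100% = reaction without DNA for no activity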
Target sequence (Q8N884 whole entry, looked up): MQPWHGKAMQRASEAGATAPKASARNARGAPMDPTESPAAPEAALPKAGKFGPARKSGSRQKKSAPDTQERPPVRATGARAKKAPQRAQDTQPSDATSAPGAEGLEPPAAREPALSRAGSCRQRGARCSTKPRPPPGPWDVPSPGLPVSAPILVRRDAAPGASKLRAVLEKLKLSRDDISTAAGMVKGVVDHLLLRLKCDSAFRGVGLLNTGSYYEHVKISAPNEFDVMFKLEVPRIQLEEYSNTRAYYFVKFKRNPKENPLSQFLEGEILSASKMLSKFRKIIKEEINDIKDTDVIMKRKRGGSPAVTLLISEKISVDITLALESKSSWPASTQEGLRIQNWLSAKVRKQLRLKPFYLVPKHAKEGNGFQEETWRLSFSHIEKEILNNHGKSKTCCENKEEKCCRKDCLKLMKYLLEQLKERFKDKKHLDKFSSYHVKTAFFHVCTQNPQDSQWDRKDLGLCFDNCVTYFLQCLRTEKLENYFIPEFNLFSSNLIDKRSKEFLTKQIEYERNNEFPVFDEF
NPYLR7 agonist: mosquito NPYLR7 agonism | AID 1259423 | 270,000 compounds, 0.15% hits | activation, % at 10 µM | HEK293T NPYLR7/Galpha15, GCaMP6s calcium fluorescence; in the data active = activation above about 40%;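 note: 0% = vehicle and 100% = reference agonist at the receptor; some compounds past the cut are filed as inactive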
mcGAS lum: inhibitors of mouse cGAS; Q8C6L5; recombinant cGAS, Kinase-Glo ATP depletion luminescence; inhibition, % at 12.5 µM; 160,000 compounds, 0.15% hits; AID 1259399;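 note: 0% = negative control wells and 100% = reference inhibitor with no enzyme activity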
* marks the source's active call; other numbers are inactive results; nt = no result given; & = joins results of further samples. Cut-off read from the data, not from the text of the source, unless noted: active = inhibition above about 40%; inactive = the rest.

Start of the listing, in advance:
SMILES | hcGAS inh | NPYLR7 agonist | mcGAS lum
CN(Cc1cccc2ncccc12)CC1CCCN(CCc2ccc(F)cc2)C1 (centres undefined) | -1 | 1 | nt
CCOCCCNC(=O)c1cc(NC(=O)Nc2ccc(OC)cc2)ccc1N1CCC(Cc2ccccc2)CC1 | -4 | 0 | -5
COc1cc(S(=O)(=O)NCc2ccc(C)cc2)c(OC)cc1Cl | 4 | 5 | nt
CC(C)c1cc(Cn2ccnc2C2CCOC2)on1 (centres undefined) | 0 | -1 | -3
Cc1noc(-c2cccc(F)c2)c1C(=O)NCc1cccs1 | -2 | 0 | -4
COc1ccc(CC2CN(C3CCN(Cc4ccco4)CC3)CCO2)cc1 (centres undefined) | -4 | 10 | nt
CN(C)S(=O)(=O)c1ccc2c(c1)CCCN2C(=O)CCl | -8 | 0 | nt
COc1ccc(C(CC(=O)NCc2ccon2)c2ccccc2)cc1 (centres undefined) | -8 | 20 | nt
CCn1c(C)nnc1S(=O)(=O)Cc1noc(CC(C)C)n1 | -12 | 4 | nt
CC(OC(=O)c1cc(-c2ccco2)n[nH]1)c1ccc(F)c(F)c1 (centres undefined) | -10 | 1 | nt
CCC(C)n1c(O)c(C=NNCCN(CC)CC)c(=O)[nH]c1=S (centres undefined) | -5 | 11 | nt
COc1ccc(-n2c(CCC(=O)NCCCOC(C)C)ccc2-c2ccc(Cl)cc2)cc1 | 0 | 0 | -7
CCCc1nc(N2CCN(C(=O)C(Cl)c3ccccc3)CC2)c2c(C)nn(-c3ccc(F)cc3)c2n1 (centres undefined) | -2 | -6 | -7
COC(=O)c1c(C)cccc1NS(=O)(=O)c1cc(C(=O)O)cs1 | -3 | 8 | nt
CC(=NN=C(N)N)c1ccc(Cl)cc1Cl | 3 | -2 | nt
CCNC(=O)c1cccc(-n2ccc(-c3cccnc3)n2)c1 | -7 | 2 | nt
Cc1csc(NC(=O)CSc2nc(=O)n(CC3CCCO3)c3c2CCCC3)n1 (centres undefined) | -4 | -4 | -6

All compounds of this part, from the start:
SMILES | hcGAS inh | NPYLR7 agonist | mcGAS lum
CN(Cc1cccc2ncccc12)CC1CCCN(CCc2ccc(F)cc2)C1 (centres undefined) | -1 | 1 | nt
CCOCCCNC(=O)c1cc(NC(=O)Nc2ccc(OC)cc2)ccc1N1CCC(Cc2ccccc2)CC1 | -4 | 0 | -5
COc1cc(S(=O)(=O)NCc2ccc(C)cc2)c(OC)cc1Cl | 4 | 5 | nt
CC(C)c1cc(Cn2ccnc2C2CCOC2)on1 (centres undefined) | 0 | -1 | -3
Cc1noc(-c2cccc(F)c2)c1C(=O)NCc1cccs1 | -2 | 0 | -4
COc1ccc(CC2CN(C3CCN(Cc4ccco4)CC3)CCO2)cc1 (centres undefined) | -4 | 10 | nt
CN(C)S(=O)(=O)c1ccc2c(c1)CCCN2C(=O)CCl | -8 | 0 | nt
COc1ccc(C(CC(=O)NCc2ccon2)c2ccccc2)cc1 (centres undefined) | -8 | 20 | nt
CCn1c(C)nnc1S(=O)(=O)Cc1noc(CC(C)C)n1 | -12 | 4 | nt
CC(OC(=O)c1cc(-c2ccco2)n[nH]1)c1ccc(F)c(F)c1 (centres undefined) | -10 | 1 | nt
CCC(C)n1c(O)c(C=NNCCN(CC)CC)c(=O)[nH]c1=S (centres undefined) | -5 | 11 | nt
COc1ccc(-n2c(CCC(=O)NCCCOC(C)C)ccc2-c2ccc(Cl)cc2)cc1 | 0 | 0 | -7
CCCc1nc(N2CCN(C(=O)C(Cl)c3ccccc3)CC2)c2c(C)nn(-c3ccc(F)cc3)c2n1 (centres undefined) | -2 | -6 | -7
COC(=O)c1c(C)cccc1NS(=O)(=O)c1cc(C(=O)O)cs1 | -3 | 8 | nt
CC(=NN=C(N)N)c1ccc(Cl)cc1Cl | 3 | -2 | nt
CCNC(=O)c1cccc(-n2ccc(-c3cccnc3)n2)c1 | -7 | 2 | nt
Cc1csc(NC(=O)CSc2nc(=O)n(CC3CCCO3)c3c2CCCC3)n1 (centres undefined) | -4 | -4 | -6
O=C(NC1CC1)c1ccnc(-c2cccc3c2CCNC3)c1 | -4 | -7 | nt
Cc1ccc(N(CCCCN2C(=O)c3ccccc3C2=O)C(=O)c2cc([N+](=O)[O-])cc([N+](=O)[O-])c2)cc1 | -5 | -7 | nt
Oc1ccccc1C1=NOC(O)(C(F)(F)F)C1 (centres undefined) | -11 | -4 | nt
O=C(Nc1ccc(N2CCCC2)cn1)c1cc(Cl)c2c(c1)OCO2 | -3 | -21 | nt
Cn1cc(CN2CCC(CNC(=O)c3cnc4ccccc4c3)C2)cn1 (centres undefined) | -3 | 1 | nt
Cc1oc(-c2ccc(Cl)cc2)cc1C(=O)N1CCC(c2cn(C)c3ccccc23)CC1 | -6 | 28 | -7
CCc1nc2ccc(C(=O)N(CC)CCN(C)C)cn2c1N(C=O)CCC(C)C | -5 | -4 | -2
COc1ccc(C(Nc2ccccn2)c2oc(CO)cc(=O)c2O)cc1 (centres undefined) | -6 | 17 | -7
Fc1cccc(CSc2nnc(Cc3ccccc3)n2-c2cccc(C(F)(F)F)c2)c1F | -5 | nt | -5
CC1=C/C(=N/NC(=O)CN(C)S(=O)(=O)c2ccc(C)cc2)CC1 | -1 | 3 | nt
Cc1nc(C(C)C)sc1C(=O)N1CCC2(CC1)c1ccccc1[C@@H](N)[C@@H]2O | -10 | 4 | nt
COc1ccc2c(c1)CCCC2=NNc1ncc(Cl)cc1Cl | -5 | -12 | nt
CCc1ccc(CN(CC)Cc2ccc(OC)c(O)c2)cc1 | -9 | -1 | -12
COc1ccc(Br)c(C(=O)Nc2cc(C(C)(C)C)nn2-c2ccc(Br)cc2)c1 | -4 | 25 | -6
COc1ccc(N2C(=O)C3C4C=CC(C5CC45)C3C2=O)c([N+](=O)[O-])c1 (centres undefined) | 2 | -18 | 0
NC(=O)NCC(F)(F)F | -1 | -2 | -5
COCc1nc(-c2ccc(CN3CCN(C(=O)CCc4ccco4)CC3)cc2)no1 | -5 | 5 | -7
O=P(O)(O)C(O)(Cc1cccnc1)P(=O)(O)O | 3&-9 | -5 | -8
N#CCN1N=C2CCCCCC2C1(O)C(F)(F)F (centres undefined) | -7 | -1 | nt
Cc1ccc(CNc2ncnc3[nH]ncc23)o1 | -7 | 12 | nt
N#Cc1cccc(NC(=O)Cn2c(=O)cnc3cc(F)c(F)cc32)c1 | -5 | 10 | nt
CC1(Cc2cc(Cl)ccc2C(F)(F)F)C(=O)Nc2ccc(-c3ccc(F)c(Cl)c3)cc21 (centres undefined) | 2 | 4 | -3
CC(C)N1C(=O)C(=C2C(=O)N(CC(=O)Nc3ccc(F)cc3)c3ccccc32)SC1=S | -31 | 9 | nt
CCCCSc1nnc2c(n1)OC(c1ccccc1Br)Nc1ccccc1-2 (centres undefined) | -2 | 4 | -5
COc1ccc(F)cc1C(C)NC(=O)NC1CCN(Cc2cccc(C)c2)CC1 (centres undefined) | -6 | -5 | nt
Cc1cccc(CSc2nc(=O)[nH]c3c2CCC3)c1 | 1 | -3 | -9
CCc1nc2ccc(C(=O)Nc3ccc4c(c3)CCN4C(C)=O)cn2c1N(CC)Cc1ccc(OC)c(OC)c1 | -3 | 5 | -3
O=C(C1CC2(CCNCC2)CN1)N1CCCN(CCCc2ccccc2)CC1 (centres undefined) | 0 | 5 | nt
CSc1cccc(NC(=O)CSc2nnc(C)s2)c1 | -6 | 9 | -4
CC(O)CN1CCN(C(=O)c2ccnc(N3CCCCC3C)c2)CC1 (centres undefined) | -10 | 7 | -6
COc1cccc(N=Nc2c(C)[nH]n(-c3nc(-c4cccc([N+](=O)[O-])c4)cs3)c2=O)c1 | -3 | 3 | -5
C=CCn1c(SCC(=O)N(C)C)nc2sc3c(c2c1=O)CCCCC3 | -5 | 1 | nt
CCC(CCC(C)[C@H]1CCC2C3CC=C4C[C@@H](O)CC[C@]4(C)C3CC[C@@]21C)C(C)C (some centres undefined) | -5 | -2 | nt

Later entries:
SMILES | hcGAS inh | NPYLR7 agonist | mcGAS lum
c1ccc(-c2ccc(CNC3CCC4(CCNCC4)CC3)s2)nc1 | 1 | 12 | nt
Oc1oc(-c2ccc(F)cc2)nc1C1=NCCCCC1 | -6 | 4 | nt
CCCc1nc2c(C)cc(-c3nc4ccccc4n3C)cc2n1Cc1ccc(-c2ccccc2C(=O)O)cc1 | -3&-2&-1 | -7&0&-10 | nt
CSCC(=O)N1CCC(N2CCC(C(=O)NCCc3ccccc3)CC2)CC1 | -9 | 5 | nt
CC(C)=CC(=O)N1CCN(c2c3c(nc4ncnn24)CCCC3)CC1 | -2 | nt | -7
CCC(C)c1nn2c(=O)c(NC(=O)c3ccccc3C)cnc2s1 (centres undefined) | -18 | 2 | -7
CCc1c(C)nc(-n2nc(C)cc2NC(=O)c2ccc(C(F)(F)F)cc2)[nH]c1=O | -9 | 10 | -6
CCOC(=O)C1(CCc2ccccc2)CCN(C(=O)Nc2ccccc2C(=O)OC)CC1 | 2 | nt | -8
CC(C)COc1nc(-c2ccccc2F)n(-c2ccc(NC(=O)Nc3ccc(F)cc3F)cc2)n1 | 1 | -23 | 1
CC(NC(=O)C1CCN(CCCOc2ccccc2)CC1)c1ccccc1 (centres undefined) | -5 | -2 | -3
N#Cc1ccc(C(=O)Nc2ccccc2N2CCCCCC2)cc1 | -12 | 1 | nt
COC(=O)c1ccccc1C(=O)N(Cc1cccnc1)c1nc2ccc(F)cc2s1 | -1 | -14 | -6
c1coc(-c2ncc(C3NCCc4[nH]cnc43)cn2)c1 (centres undefined) | -7 | 14 | nt
COc1cc(C(=O)N2CC[C@@H](c3sccc3C)[C@H](O)C2)nc(OC)n1 | 0 | 3 | nt
CCCCCn1c(=O)c2c(nc3n2CCN3c2ccc(Cl)cc2)n(C)c1=O | -5 | 10 | -8
CCN1C(=O)NC(c2ccc(Cl)cc2Cl)C2=C1CN(CCC(=O)O)C2=O (centres undefined) | 1 | -12 | nt
Cc1cc(Br)c(O)c(C(=O)Nc2ccccc2CN(C)C)c1 | 3 | 2 | nt
CN(Cc1cc(C(C)(C)C)n[nH]1)C(=O)c1cn2c3c(cccc3c1=O)CC2 | -1 | 10 | nt
CCCn1c(CCC(=O)Nc2nccs2)nc2cc(S(=O)(=O)N3CCOCC3)ccc21 | 3 | -15 | nt
COc1c[nH]c(C(=O)N2CCCC(N3CCc4ccccc4C3)C2)cc1=O (centres undefined) | -4 | nt | -11
CC(=O)OC(C(=O)N1CC(=O)N2CCc3cc(C)ccc3C2C1)c1ccccc1 (centres undefined) | -2 | 1 | 0
C=CCN(CC(=O)N(CCc1ccccc1)Cc1ccc(C)o1)C(C)C(=O)OC (centres undefined) | -2 | -4 | 2
Cc1ccc(S(=O)(=O)N/N=C\C=C\c2ccc(N(C)C)cc2)cc1[N+](=O)[O-] | -4 | -12 | nt
O=C(Nc1nc2c(s1)CCCC2C(=O)Nc1ccc2c(c1)OCCO2)c1ccccc1 (centres undefined) | -5 | 6 | nt
CC1CN(c2cc(Cl)nc(SCC(=O)N3CCN(c4ccccc4F)CC3)n2)CCN1C(=O)C1CCCC1 (centres undefined) | -11 | 6 | -4
CCOC(=O)N1CCN(C(=O)CSc2ncnc3c2nnn3CC)CC1 | -1 | -2 | nt
Cc1ccc(C(=O)NNc2cc(=O)n(C)c(=O)n2C)cc1C | 1 | 4 | -2
Cc1c(C(=O)NCCc2ccc(S(N)(=O)=O)cc2)sc2nc(-c3ccccc3)cn12 | 0 | 4 | -6
CCCCCn1c(NCCCOC)nc2c1c(=O)[nH]c(=O)n2C | -4 | 13 | -6
CCC(=O)Nn1cnc2c(cnn2C(C)(C)C)c1=O | -7 | 1 | nt
COCCN(Cc1nc2cc(Cl)ccc2o1)C(=O)Cc1ccc(OC)c(OC)c1 | -3 | 2 | -4
O=C(C1CC12CCC2)N1CCc2c(nc(-c3ccccn3)[nH]c2=O)C1 (centres undefined) | -7 | 10 | nt
Cc1ccc2[nH]c(CCCNC(=O)c3ccc(=O)[nH]c3)nc2c1C | -6 | nt | -10
CS(=O)(=O)c1ccc(S(=O)(=O)Nc2cc3c(c(C(=O)O)c2)OCCO3)cc1 | -7 | 9 | nt
NC(=O)COC(=O)c1csc(-c2ccc(Br)s2)n1 | -2 | 5 | nt
O=C(Nc1ccc(-n2nc(OCc3ccc(F)cc3)nc2-c2ccc(C(F)(F)F)cc2)cc1)c1ccco1 | -10 | 17 | -4
Cc1nn(-c2ccccc2)c(C)c1/C=N\NC(=O)c1cc(-c2ccco2)[nH]n1 | -4 | -1 | nt
OC(c1ccccc1)c1nc(/C=C/c2ccc(C(F)(F)F)cc2)cs1 (centres undefined) | 7 | -3 | nt
CC(C)(C)c1nnc(N/N=C\c2ccc(Br)cc2)[nH]c1=O | -5 | 5 | nt
Cc1nc(CN2CC(OCc3ccncc3)CN(C(=O)c3sc(C)nc3C)CC2=O)cs1 (centres undefined) | -11 | 20 | -7

Shown field by field: part of the list above
CS(=O)(=O)c1ccc(S(=O)(=O)Nc2cc3c(c(C(=O)O)c2)OCCO3)cc1
  hcGAS inh = -7
  NPYLR7 agonist = 9
  mcGAS lum = nt

NC(=O)COC(=O)c1csc(-c2ccc(Br)s2)n1
  hcGAS inh = -2
  NPYLR7 agonist = 5
  mcGAS lum = nt

Continuation:
SMILES | hcGAS inh | NPYLR7 agonist | mcGAS lum
O=C(C1=C(O)C(=O)N(CCCN2CCOCC2)C1c1cccc([N+](=O)[O-])c1)c1cccs1 (centres undefined) | -6 | 6 | -7
C[C@H]1O[C@@H](n2cc(F)c(=O)[nH]c2=O)[C@H](O)[C@@H]1O | -3 | 0 | -4
Cc1cn2c3c(=O)n(C)c(=O)n(C)c3nc2n1-c1ccccc1 | 1 | -5 | nt
O=C(Nc1ccc(F)cc1F)N1CCN(c2ccccc2Cl)CC1 | -1 | 0 | nt
Cn1cc(C(=O)N2CC[C@@H](c3ccc4ccccc4c3)[C@H](O)C2)cn1 | -9 | 14 | nt
O=C(NCCN1CCOCC1)c1coc(CN(Cc2ccc3c(c2)OCO3)Cc2ccc(Cl)cc2Cl)n1 | -5 | nt | -9
